# High-throughput results as filed in PubChem BioAssay.
# D1 agonist: agonists of human D1 dopamine receptor; P21728; 1% of 360,000 active; HEK293 T-REx D1 cells, calcium flux, agonist mode; activation, % at 2 µM; further: 0% is about no effect
#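 Tetracycline-induced HEK293 TREx D1 cells, force-coupled to calcium signalling, were dye-loaded with a no-wash calcium kit. Compound was pin-added after a 10 s baseline. Fluorescence was read kinetically at 1 cycle/s for 180 s, with calcium rises flagged as agonism.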
# D2 potentiator: positive allosteric modulators of human D2 dopamine receptor; 0.34% of 340,000 active; potentiation, % at 10 µM; AID 485347; HEK293 T-REx D2, calcium flux, EC20 dopamine potentiation;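 active means potentiation over 3 SD above the plate norm, cut at about 30% in these data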; further: 0% is about no effect
#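 Tetracycline-induced Hek293 Trex D2 cells, force-coupled to calcium, loaded with no-wash calcium dye. Compound added with 180 s kinetic read for agonism, then EC20 dopamine and a further 180 s read for potentiation.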
# D1 antagonist: antagonists of human D1 dopamine receptor; P21728; 3.2% of 360,000 active; activity change, negative = inhibition, % at 10 µM; HEK293 TREx D1 cells, calcium flux, dopamine EC80; hits give low values; in the data active means activity change below about -30%; further: on the % scale 0 is the no-effect control and ±100 the full control effect
#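 Kinetic fluorescence of a calcium dye serves as the read-out. D1-expressing Hek293 Trex cells, induced overnight at 30 C, are exposed to compound for 180 s before an EC80 dopamine addition, then read 180 s further.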
# TRHR agonist: TRH receptor (human) agonism; P34981; TRHR cells, calcium flux fluo-8, FDSS agonist mode; activation, % at 2 µM; 0.18% of 360,000 active; further: 0% is about no effect
#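 TRHR-expressing cells loaded with fluo-8 calcium dye; 23 nL library compound pin-transferred, kinetic FDSS fluorescence (Ex 480/Em 530) recorded about 180 s for agonist-induced calcium release, before a 10 nM TRH EC20 addition for potentiator mode.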
# D2 antagonist: antagonists of human D2 dopamine receptor. P14416. HEK293 TREx D2 cells, calcium flux, dopamine EC80. inhibition, % at 10 µM. 2% of 340,000 active. AID 485344; in the data active means inhibition above about 30%; further: 0% is about no effect
#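 Overnight-induced (tetracycline, 30 C) HEK293 T-REx cells carrying force-coupled D2 receive a no-wash calcium dye, then compound, then EC80 dopamine at 180 s; signals are read kinetically throughout.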
# D1 PAM: potentiators of human D1 dopamine receptor; 0.036% of 360,000 active; potentiation, % at 10 µM; HEK293 TREx D1 cells, calcium flux, dopamine EC20 potentiation; P21728; in the data active means potentiation above about 30%; further: 0% is about no effect
# RXFP1 antag: RXFP1 (human) relaxin receptor antagonism; HEK293-RXFP1, relaxin-stimulated cAMP HTRF, 30 min; hits give low values; activity change, negative = inhibition, % at 57.5 µM; 0.59% of 350,000 active; AID 1259400;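 active means activity change of -60% or lower, but not beyond a set lower limit; inconclusive means change between -60% and -40%, or beyond the set limit; inactive means change above -40%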; further: on the % scale 0 is the no-effect control and ±100 the full control effect
# Target sequence (Q9HBX9 whole entry, looked up): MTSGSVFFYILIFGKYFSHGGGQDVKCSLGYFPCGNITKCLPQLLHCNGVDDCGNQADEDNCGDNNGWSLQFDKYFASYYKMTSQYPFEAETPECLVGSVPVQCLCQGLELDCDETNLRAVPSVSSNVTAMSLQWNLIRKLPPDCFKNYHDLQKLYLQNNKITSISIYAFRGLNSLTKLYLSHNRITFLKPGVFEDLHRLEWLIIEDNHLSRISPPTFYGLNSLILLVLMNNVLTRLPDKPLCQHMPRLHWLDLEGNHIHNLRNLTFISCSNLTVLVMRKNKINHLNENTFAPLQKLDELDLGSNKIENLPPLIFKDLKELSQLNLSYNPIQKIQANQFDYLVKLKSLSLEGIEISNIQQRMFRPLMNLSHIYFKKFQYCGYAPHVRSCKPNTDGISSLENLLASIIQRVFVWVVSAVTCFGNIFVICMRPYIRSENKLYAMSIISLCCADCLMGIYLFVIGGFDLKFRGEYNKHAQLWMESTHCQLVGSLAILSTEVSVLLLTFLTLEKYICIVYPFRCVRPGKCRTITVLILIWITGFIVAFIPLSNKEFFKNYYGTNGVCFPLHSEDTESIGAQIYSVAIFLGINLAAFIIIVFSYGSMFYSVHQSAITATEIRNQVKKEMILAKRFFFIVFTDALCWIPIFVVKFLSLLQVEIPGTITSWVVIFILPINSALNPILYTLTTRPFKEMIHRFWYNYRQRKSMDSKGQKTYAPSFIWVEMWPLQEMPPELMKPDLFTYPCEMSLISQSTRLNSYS
# TRHR PAM: TRH receptor (human) allosteric enhancement; enhancement, % at 2 µM; AID 493056; 0.66% of 360,000 active; TRHR cells, fluo-8 calcium fluorescence, EC20 TRH enhancement; P34981; in the data active means enhancement above about 30%; further: 0% is about no effect
#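 TRHR-expressing cells loaded with fluo-8 calcium dye were read kinetically (ex 480/em 530) during compound addition, then stimulated with an EC20 of TRH (10 nM final). Enhancement of the Gq-mediated intracellular calcium response was scored.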
# D2 ag: agonists of human D2 dopamine receptor; 0.53% of 340,000 active; P14416; HEK293 T-REx D2 cells, calcium flux agonist mode; activation, % at 2 µM;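 active means activation over 3 SD above normal in the single-dose calcium agonist read, cut at about 30% in these data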; further: 0% is about no effect
#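 HEK293 Trex D2 cells, tetracycline-induced, o/n 30 C 5% CO2; no-wash Ca dye, RT 30–90 min; 10-cycle baseline, 23 nl cpd added, kinetic Ca read 180 s; agonist hits = positive Ca response.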
# * hit, by the source's call; ? = inconclusive; / = not tested or not shown. Unless noted, no stated cut-off is given here; in the data, active means activation above about 30%; inactive means the rest.
cpd	Structure	D1 agonist	D2 potentiator	D1 antagonist	TRHR agonist	D2 antagonist	D1 PAM	RXFP1 antag	TRHR PAM	D2 ag
1	O=C(c1cccnc1)N1N=C(C2CCCCC2)CC1(O)C(F)(F)F (stereo unspecified)	2	-6	-1	-0.6	16	-9	-3	8	0.4
2	N#C/C(C(=O)NCc1ccco1)=C1/SC(Cc2ccc(F)cc2)C(=O)N1c1ccccc1 (stereo unspecified)	6	-3	-7	0.7	0	-2	-3	-6	1.3
3	CCOc1ccc(S(=O)(=O)N2CCC(C(=O)N3CCOCC3)CC2)cc1Cl	1	8	-12	-0.5	4	-9	-2	-7	-0.1
4	Cc1ccccc1NC(=O)Cc1nnc(SCc2ccc(Cl)c(Cl)c2)n1C	6	3	-8	-0.2	11	-4	-1	6	-1.5
5	CN(C)/C(Cn1cncn1)=C1/N=C(c2c(F)cccc2F)OC1=O	1	5	-20	-5.0	-4	0	3	1	-2.4
6	COC(=O)CSc1nnc(SCc2ccccc2)s1	1	-4	-25	0.3	6	-2	10	4	-0.1
7	CCOC(=O)C1CCN(S(=O)(=O)c2cc(-c3onc(C)c3C)ccc2C)CC1	2	/	-36*	-0.1	/	-4	-27	10	0.0
8	CCOC(=O)C1(CC2CCCCO2)CCN(C(=O)Nc2ccccc2)CC1 (stereo unspecified)	-1	5	2	-0.2	3	-2	-31	9	1.2
9	Cc1nn(CC(=O)NCCCc2ccccc2)c(C)c1[N+](=O)[O-]	3	-8	5	-0.7	-3	-1	-15	-6	-1.8
10	COc1cc(-c2cc(OC)c3c(C)oc(C)c3c(=O)c2)ccc1OC(=O)c1ccccc1Cl	4	19	0	0.6	/	0	?	-7	2.1
11	CC(CCc1ccccc1)NC(=O)/C=C/c1ccc(Cl)cc1 (stereo unspecified)	9	-19	-86*	1.5	-20	-4	-24	-3	1.7
12	Cc1cc(C)c(NC(=O)COC(=O)C2CCC2)c(Cl)c1	3	-5	24	-0.5	-3	6	3	8	-0.2
13	COC(C(=O)NC1CCCCCCC1)c1ccccc1 (stereo unspecified)	2	-2	3	-0.2	-5	-1	/	2	-0.3
14	O=C(CSc1ccc2nnc(-c3ccccc3)n2n1)N1CCCc2ccccc21	-2	2	5	0.8	0	25	1	0	-0.3
15	CCCc1cc(=O)[nH]c(-n2[nH]c3c(c2=O)CCCC3)n1	67*	1	-6	-0.2	-8	1	-18	0	0.7
16	Cc1cc(C)n2nc(SCc3nnc(-c4cccs4)o3)nc2n1	1	-2	4	0.6	4	2	-9	9	1.6
17	COc1ccc(CC(=O)Nc2sc3c(c2C(=O)Nc2ccc(C)cc2)CCCCC3)cc1	-3	1	9	1.3	/	1	-2	-3	-0.2
18	CC(=O)c1ccc(NC(=S)N2CCC(O)CC2)cc1	7	-2	-4	-0.7	-10	2	-16	0	-0.4
19	CCN(CC)S(=O)(=O)c1cccc(NC(=O)Nc2cccc(C(F)(F)F)c2)c1	-1	-24	1	1.8	-19	1	-16	-1	2.0
20	COc1cccc(CNC(=S)Nc2ccc(Cl)cc2C)c1	8	9	-15	0.3	-5	0	-26	-2	0.9
21	N[C@@H](Cc1ccc(O)cc1)c1nnc([C@H](CCC(=O)O)NC(=O)C2CCNCC2)o1	-1	-2	-41*	-0.2	0	-2	/	-11	-0.2
22	Cc1ccc(NC(=O)CN(C)CC(=O)Nc2cccc(F)c2)cc1S(=O)(=O)N1CCCCCC1	3	7	-8	0.3	-2	-2	-16	7	0.0
23	Cc1ccccc1-c1noc(CSc2nnc(-c3ccncc3)n2-c2ccc(F)cc2)n1	1	7	-5	-0.4	/	-5	-3	-3	0.6
24	COC(=O)c1ccc(NC(=O)CN2CCCN(Cc3ccc(Cl)cc3)S2(=O)=O)cc1	8	11	-26	0.4	/	0	-21	9	1.2
25	O=C(c1ccc2c(c1)OCCO2)C1CCN(S(=O)(=O)c2ccc(F)cc2)CC1	5	-2	-23	0.9	21	-6	0	-3	0.3
26	CS(=O)(=O)N1CCN(C(=O)c2cc(-c3cccnc3)nc3ccc(Br)cc23)CC1	-1	8	/	0.8	-3	-6	3	2	2.4
27	CC(=O)Nc1ccc(S(=O)(=O)N(C)Cc2cnn(C)c2)cc1	3	/	-2	1.0	/	6	-6	1	/
28	NC(=O)c1c[nH]c2ccccc12	1	1	0	1.4	16	8	/	23	1.3
29	COc1ccc(S(=O)(=O)NC2CCc3ccccc32)cc1OC (stereo unspecified)	11	-13	-37*	0.2	-17	-5	4	0	-0.4
30	O=S(=O)(c1ccccc1F)N1CCN(C(=S)NCc2ccccc2)CC1	6	-7	-7	-0.1	-6	-5	4	0	-0.6
31	CCC(=O)N1CCN(c2nc3ccc(Br)cc3s2)CC1	8	16	-28	0.5	9	-1	1	-1	-0.3
32	CN(C)C(C(=O)Nc1cc(Cl)cc(Cl)c1)c1ccccc1 (stereo unspecified)	6	7	8	0.2	-1	-6	-12	-1	-4.9
33	CC(=O)Nc1ccc(S(=O)(=O)NC2CC(=O)N(c3cccc(F)c3)C2)cc1 (stereo unspecified)	0	0	-14	-0.1	-1	-7	-3	4	-0.2
34	O=C(NCc1ccco1)c1ccc(Cl)c(S(=O)(=O)N2CCc3ccccc32)c1	4	-5	-18	-0.2	10	-4	17	-7	-0.5
35	O=C(CSc1nc2ncccc2[nH]1)Nc1cc(F)ccc1F	2	2	-2	-0.1	/	-5	-15	9	-0.6
36	O=C(c1cc2ccccc2o1)N1CCN(S(=O)(=O)c2cccs2)CC1	1	-1	-9	-0.2	-24	-5	-2	-3	0.0
37	COCCN(C(=O)/C=C/c1cccc([N+](=O)[O-])c1)c1c(N)n(Cc2ccccc2)c(=O)[nH]c1=O	0	-6	6	-0.4	25	6	-14	-6	-0.3
38	COc1ccc([N+](=O)[O-])cc1NC(=O)Nc1cccc(Cl)c1	5	-25	-41*	0.0	6	-3	-19	-2	2.7
39	CCc1ccc(S(=O)(=O)NC2CC(C)(C)NC(C)(C)C2)cc1	2	15	-4	1.4	2	-1	4	-1	-0.8
40	Cc1ccc(-n2nnnc2-c2cccnc2)cc1	1	-3	-5	-0.6	11	0	1	-5	-1.1
41	Cn1c(Cl)c(/C=N/OC(=O)c2ccccc2Cl)c2ccccc21	8	1	5	-1.2	19	0	2	3	-0.7
42	Cc1cc(NC(=O)c2ccccc2)nc2c1c(=O)oc1ccccc12	1	-3	-5	-0.1	-4	1	-13	-7	0.9
43	Cc1ccc(-n2nnc(-c3nsc(NC(=O)c4ccccc4C)n3)c2C)cc1Cl	3	11	-4	-0.7	/	-3	/	7	-0.2
44	COC(=O)c1c(-c2ccc(Cl)cc2)noc1N1CCN(c2cccc(OC)c2)CC1	1	11	-1	0.5	/	-2	-1	7	0.3
45	COc1cccc(NC(=O)CSc2nnc(CNC(=O)c3ccccc3)n2C)c1	2	10	5	-0.9	-10	-1	-7	1	0.2

# By substructure: the entries above with a nitro group on carbon (three)
cpd	Structure	D1 agonist	D2 potentiator	D1 antagonist	TRHR agonist	D2 antagonist	D1 PAM	RXFP1 antag	TRHR PAM	D2 ag
9	Cc1nn(CC(=O)NCCCc2ccccc2)c(C)c1[N+](=O)[O-]	3	-8	5	-0.7	-3	-1	-15	-6	-1.8
37	COCCN(C(=O)/C=C/c1cccc([N+](=O)[O-])c1)c1c(N)n(Cc2ccccc2)c(=O)[nH]c1=O	0	-6	6	-0.4	25	6	-14	-6	-0.3
38	COc1ccc([N+](=O)[O-])cc1NC(=O)Nc1cccc(Cl)c1	5	-25	-41*	0.0	6	-3	-19	-2	2.7

# (more compounds)
cpd	Structure	D1 agonist	D2 potentiator	D1 antagonist	TRHR agonist	D2 antagonist	D1 PAM	RXFP1 antag	TRHR PAM	D2 ag
46	COC(=O)[C@@H](NC(=O)c1cc(COc2cncc(Cl)c2)on1)c1ccccc1	6	1	12	5.2	-13	-20	-9	4	1.4
47	Cc1cc2c(=O)oc(-c3ccccc3Br)nc2s1	2	0	1	-0.1	4	1	-13	-1	0.5
48	Cc1cc(C)cc(C(=O)NCCCc2ccccc2)c1	6	/	-1	-1.5	/	-4	-10	3	/
49	CCCN(C(=O)c1cc(S(=O)(=O)N2CCCCC2)ccc1Cl)C1CCS(=O)(=O)C1 (stereo unspecified)	2	4	-2	-2.1	-10	-9	-2	-7	-4.1
50	C/C=C/COC(=O)c1[nH]c2c(c1C)C(=O)CC(c1ccc(N(C)C)cc1)C2 (stereo unspecified)	1	-5	-18	-0.8	5	-8	-12	3	-0.3
51	CCN(CC)S(=O)(=O)c1cc(-c2nn(C)c(=O)c3ccccc23)ccc1C	5	8	-18	-0.6	-7	-4	6	-6	0.9
52	CCCCOC(=O)CCc1n[nH]c(=O)[nH]c1=O	2	4	8	-0.3	13	-3	-4	-1	-0.2
53	O=C(Nc1cccc(NC(=S)NC(=O)c2cccs2)c1)c1ccccc1	1	-5	10	0.9	-3	4	-8	2	-1.2
54	CS(=O)(=O)c1ncc(Cl)c(C(=O)Nc2ccc(OC(F)F)cc2)n1	2	2	-38*	0.5	2	-2	-82*	-10	-0.8
55	S=c1[nH]nc(-c2ccc3c(c2)OCO3)n1-c1ccccc1	0	15	11	-0.2	7	-4	-22	12	-0.5
56	Cc1ccc(C)c(Cn2c(=O)c3c(nc4n3CCN4c3ccc(F)cc3)n(C)c2=O)c1	1	-6	-23	0.0	/	-1	5	21	0.4
57	COCCCNc1nc2ccccc2nc1NS(=O)(=O)c1ccc(C)cc1C	2	-1	-4	0.2	-16	-3	3	1	3.2
58	CC(=O)CSc1nnc(-c2ccc(S(=O)(=O)N3CCCC3)cc2)n1C	2	6	5	-0.1	0	-2	-14	9	-1.0
59	Cc1cc(Cl)ccc1NC(=O)/C=N/O	4	-5	-2	-0.3	-1	-2	1	-3	-1.0
60	CN1CCN(NC(=O)c2ccc(Cl)s2)CC1	0	2	-19	0.9	-9	-2	-2	2	0.6
61	Cc1ccnc(N2CCCC(C(=O)Nc3ccc(C)c(C)c3)C2)n1 (stereo unspecified)	0	-5	1	-0.1	-7	-6	?	-1	-1.0
62	O=C(Nc1ccc2c(c1)OCCO2)c1cccnc1Oc1ccc(Cl)cc1	0	8	12	-0.4	-14	-5	-10	-5	0.1
63	COc1ccc(/C=N/NC(=O)Cc2csc(Nc3cccc(C(F)(F)F)c3)n2)cc1C	3	2	10	-0.4	20	-1	-6	3	1.7
64	CCCn1cc(S(=O)(=O)c2ccc(C)cc2)c(=O)c2cc(OC)ccc21	0	1	7	-0.7	-12	1	7	0	-0.9
65	CC(C)Nc1nc(-c2ccncc2)nc(-c2ccccc2)c1C#N	0	-11	-9	-0.7	11	0	4	1	0.5
66	O=C(OCCN1CCOCC1)c1ccc(Cl)cc1Cl	3	6	-11	0.4	4	3	8	-2	0.8
67	O=C(Nc1ccccc1)Nc1ccccc1	8	/	-33*	2.9	/	-4	/	0	/
68	O=C(O)CN1CCN(C(c2ccccc2)c2ccccc2)CC1	3	-2	2	0.6	-5	-1	-3	-1	1.2
69	O=C(C1CCN(S(=O)(=O)c2cccnc2)CC1)N1CCN(C2CCCC2)CC1	6	-3	0	0.1	-5	-2	-6	-6	-0.3

# An unsorted share of the library. About 7.3% of those tested had a hit in this group.
